RGS8-Gao: RGS8-Galphao binding modulators, primary screen, biochemical, multiplexed bead flow cytometry | response (percent of control binding), % at 10 µM | Guanine nucleotide-binding protein G(o) subunit alpha (Homo sapiens), P09471 | actives lie on both sides | AID 1423, 2008 | actives 0.34% (n = 220,000); in the data active = response below about 60% or above about 140%; inactive = in between;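 also: Galphao activated as the GDP aluminium fluoride complex binding bead-coupled RGS8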
Target sequence (P09471 whole entry, looked up): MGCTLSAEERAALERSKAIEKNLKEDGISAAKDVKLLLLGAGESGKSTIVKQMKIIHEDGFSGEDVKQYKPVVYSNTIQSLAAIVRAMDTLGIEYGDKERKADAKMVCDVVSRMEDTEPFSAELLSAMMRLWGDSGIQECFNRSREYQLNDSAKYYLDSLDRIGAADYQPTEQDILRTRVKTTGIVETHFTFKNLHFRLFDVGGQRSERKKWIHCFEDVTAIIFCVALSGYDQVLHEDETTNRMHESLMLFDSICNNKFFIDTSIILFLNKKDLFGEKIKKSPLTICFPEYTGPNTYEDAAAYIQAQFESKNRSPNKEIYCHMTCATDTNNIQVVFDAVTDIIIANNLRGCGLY
Avidin fluor: green autofluorescence of compounds with avidin beads – biophysical, 488/530 nm, flow cytometry, artefact control, profiling panel. compound fluorescence 488/530 nm; stronger effect = higher value. fluorescence (KMESF) at 10 µM. actives 0.38% (n = 220,000). AID 1775, 2009; in the data active = fluorescence above about 47; also: inactives centre near 10
RGS4-Gao reg: modulators of RGS4 binding to Galphao, primary screen, biochemical, multiplexed bead flow cytometry; actives lie on both sides; binding response (% of control), % at 10 µM; Guanine nucleotide-binding protein G(o) subunit alpha (Homo sapiens), P09471; AID 1415, 2008; actives 0.33% (n = 220,000); in the data active = binding response below about 49% or above about 150%; inactive = in between;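 also: fluorescent Galphao activated with aluminum fluoride binding bead-coupled RGS4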
Pf gametocyte: late stage P. falciparum gametocyte viability inhibitors, primary screen, ATP luminescence, HTS; P. falciparum stage V gametocytes, 24 h; inhibition, % at 10.9 µM; actives 0.065% (n = 150,000); AID 743093, 2013;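 active = inhibition above the mean plus 3 SD of compounds within the control limits, set per campaign, cut at about 38% in these data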;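 also: 0% = DMSO wells and 100% = medium only without gametocytes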
Mcl1 Noxa PPI: Mcl-1/Noxa binding inhibitors, primary screen, biochemical, TR-FRET, 1536-well | AID 1022, 2008 | Induced myeloid leukemia cell differentiation protein Mcl-1 (Homo sapiens), Q07820 | inhibition, % at 21.7 µM | TR-FRET Mcl-1/Noxa peptide binding, 2 h | actives 1.5% (n = 220,000);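 active = compounds that cut the protein-peptide binding signal by more than 50% relative to plate controls in a single-dose test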;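 also: His-tagged Mcl-1 with rhodamine Noxa BH3 peptide and terbium anti-His antibody; 0% = Mcl-1 plus Noxa peptide wells and 100% = peptide-only wells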
GSH fluor: compound fluorescence on glutathione beads, profiling panel, artefact control, biophysical, 488/530 nm, flow cytometry | fluorescence (KMESF) at 10 µM | actives 0.25% (n = 190,000) | GSH beads flow cytometry, compound fluorescence 488/530 nm; stronger effect = higher value | AID 1776, 2009; in the data active = fluorescence above about 89;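 also: glutathione beads carrying GST-tagged Bcl family fusion proteins plus one bare bead set; values are compound well signal with DMSO vehicle wells as background; inactives centre near 16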
RGS7-Gao: RGS7-Galphao binding modulators, primary screen, biochemical, multiplexed bead flow cytometry; Guanine nucleotide-binding protein G(o) subunit alpha (Homo sapiens), P09471; actives lie on both sides; binding response (% of control), % at 10 µM; actives 0.35% (n = 220,000); AID 1439, 2008; in the data active = binding response below about 49% or above about 150%; inconclusive = no clear call, values can overlap the other calls; inactive = in between;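 also: fluorescent Galphao held in activated GDP-AlF4 state binding bead-coupled RGS7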
Mcl-1 Bim block: inhibitors of Bim peptide binding to Mcl-1, primary screen, biochemical, bead-based flow cytometry, multiplex. Induced myeloid leukemia cell differentiation protein Mcl-1 (Homo sapiens), Q07820. Bim peptide-Mcl-1 binding. inhibition, % at 10 µM. actives 0.1% (n = 190,000). AID 1009, 2008; in the data active = inhibition above about 40%;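 also: 0% = no compound tracer wells and 100% = peptide blocker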
ABCB1 block: ABCB1 efflux pump inhibitors, primary screen, cell-based, multiplex, flow cytometry, ABCG2 counter-screen | ATP-dependent translocase ABCB1 (Homo sapiens), P08183 | CCRF-Adr cells, JC-1 efflux | inhibition, % at 6.6 µM | actives 0.067% (n = 190,000); in the data active = inhibition above about 40%;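 also: 0% = vehicle and 100% = reference inhibitor; higher value means more JC-1 retained so stronger ABCB1 efflux block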
Mcl1-Bid inh: Mcl-1/Bid binding inhibitors, primary screen, biochemical, TR-FRET, 1536-well. TR-FRET Mcl-1/Bid-Dy647 peptide binding. Induced myeloid leukemia cell differentiation protein Mcl-1 (Homo sapiens), Q07820. inhibition, % at 21.7 µM. actives 0.97% (n = 220,000);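 active = compounds that cut the binding signal by more than half at the single screening dose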;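 also: His-tagged Mcl-1 with europium anti-His antibody binding Bid BH3 peptide; 0% = Mcl-1 plus peptide wells and 100% = peptide-only wells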
ABCG2 block: ABCG2 efflux pump inhibitors, primary screen, multiplex with ABCB1, IgMXP3 cells, flow cytometry; Broad substrate specificity ATP-binding cassette transporter ABCG2 (Homo sapiens), Q9UNQ0; JC-1 efflux; inhibition, % at 6.6 µM; actives 0.1% (n = 190,000);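 active = inhibition above 80%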;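 also: 0% = DMSO and 100% = nicardipine control wells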
Target sequence (Q9UNQ0 whole entry, looked up): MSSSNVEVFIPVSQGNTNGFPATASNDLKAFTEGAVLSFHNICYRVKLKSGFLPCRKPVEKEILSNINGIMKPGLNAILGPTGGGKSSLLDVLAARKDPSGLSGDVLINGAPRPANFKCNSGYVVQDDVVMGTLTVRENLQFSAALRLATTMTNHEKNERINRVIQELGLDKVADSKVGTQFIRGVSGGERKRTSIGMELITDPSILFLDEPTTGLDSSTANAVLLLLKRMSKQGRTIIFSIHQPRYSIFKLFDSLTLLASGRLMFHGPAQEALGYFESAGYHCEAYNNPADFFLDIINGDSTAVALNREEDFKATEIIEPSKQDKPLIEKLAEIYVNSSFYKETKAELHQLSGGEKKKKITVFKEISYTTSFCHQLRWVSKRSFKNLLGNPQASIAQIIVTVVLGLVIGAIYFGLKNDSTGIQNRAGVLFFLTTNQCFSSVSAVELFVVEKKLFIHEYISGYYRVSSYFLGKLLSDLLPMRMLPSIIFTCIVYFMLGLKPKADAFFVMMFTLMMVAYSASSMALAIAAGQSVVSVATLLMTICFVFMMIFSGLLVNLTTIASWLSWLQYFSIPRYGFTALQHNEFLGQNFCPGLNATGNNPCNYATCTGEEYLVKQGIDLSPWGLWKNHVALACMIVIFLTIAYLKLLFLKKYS
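Test system: ABCG2 IgMXP3 and barcoded ABCB1 CCRF-Adr cell mix; Schedule: cells with compound and JC-1, 10 min at 25 °C, rotating, no wash; Technique: flow cytometry of retained JC-1 fluorescence; Measure: % inhibition of efflux relative to nicardipine and DMSO; Controls: nicardipine high and DMSO low controls.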
Numbers without * were called inactive; ? = inconclusive; · = not tested or not shown.

Compound | RGS8-Gao | Avidin fluor | RGS4-Gao reg | Pf gametocyte | Mcl1 Noxa PPI | GSH fluor | RGS7-Gao | Mcl-1 Bim block | ABCB1 block | Mcl1-Bid inh | ABCG2 block
Clc1ccc2ncc(-c3nnnn3-c3ccccc3)c(-c3ccccc3)c2c1 | 100 | 16 | 95 | · | -1 | 4 | 94 | -1 | 1.5 | -12 | 2
Cc1cc(Nc2cccc([N+](=O)[O-])c2)c2cccc(C)c2n1 | 99 | 4 | 105 | 9 | 1 | · | ? | · | · | -16 | ·
COc1ccc(NC(=S)N/N=C/c2cccn2Cc2ccc(F)cc2Cl)cc1 | 102 | 9 | 100 | -13 | -42 | 9 | ? | 4 | -1.1 | -98 | -3
CCCCN(CC)Cc1c(O)ccc2c(-c3ccccc3)cc(=O)oc12 | 100 | 6 | 101 | 12 | 8 | · | ? | · | · | 5 | ·
COc1ccc2cc(CN(CC3CCCO3)S(=O)(=O)c3ccccc3Cl)c(=O)[nH]c2c1 (stereo not given) | 101 | 13 | 99 | · | 0 | 26 | 98 | -2 | 3.4 | 10 | 17
COc1ccccc1C(=O)Nc1cc2cc(Cl)ccc2oc1=O | 100 | 20 | 106 | -29 | 6 | 9 | 107 | 0 | 0.9 | -5 | 6
CSCCC(NC(=O)c1ccc(C)o1)C(=O)O (stereo not given) | 103 | 9 | 99 | -26 | 10 | 7 | 100 | -2 | 0.1 | -57 | 2
CCOc1ccc(-n2c(SCc3cc(=O)oc4cc(C)ccc34)nnc2-c2cccnc2)cc1 | 92 | 4 | 95 | -14 | 13 | 12 | 98 | -4 | -0.9 | 9 | -6
N#Cc1c(-c2ccco2)nc(SCc2ccc(F)cc2)[nH]c1=O | 98 | 10 | 98 | -26 | · | 37 | 96 | -1 | -0.2 | 14 | -1
COC(=O)C1=C(C)NC(=O)/C1=C\c1ccco1 | 94 | 12 | 95 | 8 | 12 | 30 | 99 | -4 | 0.6 | -8 | 26
C=CCNC(=O)c1ccc(C)c(Br)c1 | 102 | 14 | 99 | 13 | 5 | 32 | 102 | 0 | 0.2 | -16 | 1
Cc1cccn2cc(CNS(=O)(=O)c3cccc(F)c3)nc12 | 102 | 6 | 103 | · | 14 | 20 | 101 | 0 | 0.5 | -3 | 1
CCOC(=O)c1[nH]c2cc3c(cc2c1NC(=O)CN1CCC2(CC1)OCCO2)OCO3 | 116 | 5 | 104 | · | 15 | 55 | 99 | -5 | 0.9 | -31 | 11
CCC(=O)NC(=S)Nc1ccc(N2CCN(C(=O)c3ccc(Cl)cc3)CC2)cc1 | 100 | 10 | 98 | -8 | 14 | 15 | ? | -6 | 1.4 | -39 | 12
O=C(NCc1ccco1)C1CCCN(S(=O)(=O)c2ccc(-n3cnnn3)cc2)C1 (stereo not given) | 100 | 23 | 99 | · | 0 | 13 | 99 | 0 | 0.0 | -18 | 0
Nc1ccc(-c2nc3ccc(N)cc3s2)cc1 | 101 | 8 | 101 | -17 | 39 | · | ? | · | · | -60 | ·
Cc1cccc(NC(=O)c2cc(NC(=O)c3ccccc3)ccc2N2CCCCC2)c1 | 101 | 16 | 93 | 13 | -25 | 3 | 102 | -1 | -0.1 | -27 | 0
CC(C)(C)NC(=O)N1CCCC(C(=O)c2cccc(Cl)c2)C1 (stereo not given) | 99 | 2 | 98 | -4 | 7 | 10 | 96 | 0 | 1.0 | -7 | 5
CCCOc1ccccc1Nc1nnc(C)c(=O)[nH]1 | 121 | 12 | 113 | · | 34 | 31 | 116 | -4 | -0.2 | 11 | 4
COc1ccc(C(=O)c2ccccc2)cc1Br | 103 | 11 | 103 | -42 | 11 | 23 | 105 | -2 | 0.1 | -6 | 1
CCN(CC)C1CCN(C(=O)CCc2nnc(CCc3ccccc3)o2)C1 (stereo not given) | 95 | 2 | 91 | 16 | -10 | 11 | 89 | 2 | 0.9 | -27 | -1
COc1ccc(C(=O)NCCc2cc3c(OC)ccc(OC)c3[nH]c2=O)cc1OC | 101 | 6 | 99 | 4 | -6 | 20 | 95 | -4 | 1.4 | -4 | 12
CC1=C(C)CC(C(=O)Nc2nc(-c3ccc(C)cc3C)c(C)s2)C(C(=O)O)C1 (stereo not given) | 99 | 17 | 99 | · | 14 | 17 | 101 | -1 | 0.1 | -15 | 3
O=C(CN1c2ccccc2Sc2ccccc21)N/N=C/c1ccc(Cl)cc1 | 98 | 7 | 96 | 13 | 0 | · | ? | · | · | -35 | ·
CCn1cc(CNC(=O)c2cc(-c3cc(OC)ccc3OC)nc3ccccc23)c(C)n1 | 104 | 13 | 104 | 10 | 17 | 8 | 101 | -1 | 2.9 | -6 | 12
Cn1c2c(c(=O)n(C)c1=O)C(NS(=O)(=O)c1ccccc1)(C(F)(F)F)C(=O)N2 (stereo not given) | 100 | 29 | 99 | · | 51* | 20 | 101 | 0 | 0.5 | -95 | 13
CCOC(=O)CSc1nnc(CNC(=O)c2ccco2)n1C | 92 | 24 | 100 | · | 2 | 24 | 98 | 5 | 0.0 | 9 | -3
O=C(NC(=S)Nc1ccccc1C(F)(F)F)c1ccccc1F | 103 | 9 | 102 | -22 | -6 | 9 | 101 | -1 | -0.3 | -13 | 9
CCOC(=O)c1c(N)sc(C(=O)Nc2ccccc2)c1C | 98 | 10 | 101 | 1 | 3 | 11 | 102 | -5 | 0.7 | -55 | 6
Cc1cc2nc3c(=O)[nH]c(=O)[nH]c3nc2c([N+](=O)[O-])c1N | 87 | 7 | 93 | 0 | 71* | 5 | 70 | 14 | -0.1 | -46 | 0
COc1ccc(OC)c(NC(=O)CSc2nnc(CNC(=O)c3ccco3)o2)c1 | 100 | 10 | 101 | · | -1 | 7 | 101 | 0 | 0.6 | -18 | 3
CN(C)c1ccc(S(=O)(=O)NCC(=O)OCC(=O)Nc2cc(Cl)cc(Cl)c2)cc1[N+](=O)[O-] | 98 | 7 | 102 | -5 | 0 | 18 | 98 | -2 | 0.9 | -1 | 26
O=C(NCCCCNC(=O)C(F)(F)F)C(F)(F)F | 98 | 9 | 98 | -4 | -2 | 21 | 93 | 0 | 1.6 | -38 | 4
C=CCn1c(CC(C)(C)C)nc2ccccc21 | 98 | 8 | 99 | 6 | 10 | 15 | 97 | -3 | -0.3 | -6 | 0
COc1cc(C2=NOC(C(=O)Nc3ccc(C(C)=O)cc3)C2)cc(OC)c1OC (stereo not given) | 102 | 40 | 106 | · | 13 | 12 | 113 | 0 | 0.5 | 8 | 8
Cc1cc(C)cc(Nc2ncnc3nc[nH]c23)c1 | 103 | 8 | 108 | 1 | 18 | · | ? | · | · | -15 | ·
COc1ccc(S(=O)(=O)NC(CC(=O)NCc2ccc3c(c2)OCO3)c2ccco2)cc1 (stereo not given) | 99 | 6 | 98 | 13 | 16 | 13 | 96 | -5 | 0.5 | -12 | 3
CCOC(=O)C1(Cc2ccc(OC)cc2)CCN(C(=O)CCc2cccnc2)CC1 | 105 | 43 | 111 | -17 | 4 | 15 | 144 | -5 | 0.3 | -21 | 1
Clc1ccccc1CN(Cc1ccccc1)c1ncnc2nc[nH]c12 | 102 | 4 | 102 | 1 | 9 | 50 | 94 | 0 | 0.0 | 6 | 0
O=C(N/N=C/c1c(O)n(-c2ccccc2Cl)c(=O)c2ccccc12)c1cccnc1 | 98 | 10 | 97 | -8 | 55* | 22 | 100 | 0 | -0.4 | -86 | -1
CCOC(=O)C(CCCOc1cccc(CC)c1)C(=O)OCC | 95 | 14 | 99 | · | 6 | 23 | 93 | 7 | 0.9 | 8 | 24
Cc1ccc2nc(SCc3nnc(-c4ccccc4)o3)[nH]c2c1 | 101 | 36 | 100 | · | -7 | 18 | 102 | 4 | 1.9 | -25 | 5
COc1ccc(CCNC(=O)Cn2nnc3ccccc3c2=O)cc1 | 101 | 12 | 102 | · | 4 | 13 | 102 | 0 | 1.1 | -1 | 3
CCN1CCN(CCCN(Cc2ccco2)C(=S)Nc2ccc(Cl)cc2)CC1 | 102 | 16 | 105 | -3 | 17 | 10 | ? | -3 | 1.8 | -35 | 3
CSc1nc(O)c(C(c2cccc([N+](=O)[O-])c2)c2c(O)nc(SC)[nH]c2=O)c(=O)[nH]1 | 103 | 20 | 98 | -13 | 11 | 13 | 100 | 0 | 0.1 | -17 | 0
CCCCC(=O)NNC(=S)NCc1ccccc1 | 101 | 8 | 100 | 27 | 13 | 15 | ? | -1 | 0.1 | -49 | 1
Cc1ccccc1C(=O)Nc1ccc(C(=O)N/N=C/c2ccc(F)cc2)cc1 | 79 | 17 | 92 | -10 | 17 | 9 | 90 | -19 | 0.3 | 6 | 2
C/C(=N\N1C(=O)c2ccccc2C1=O)c1cccc([N+](=O)[O-])c1 | 100 | 4 | 99 | 6 | 25 | 10 | 100 | -3 | 0.5 | 13 | 19
Cc1cc2ncc(-c3cccc(Cl)c3)cn2n1 | 101 | 9 | 105 | · | 6 | 14 | 104 | 0 | 0.1 | 1 | 3
COc1ccc(Oc2ccccc2/C=C/C(=O)O)cc1 | 100 | 33 | 98 | · | 12 | 12 | 98 | -2 | 0.1 | -13 | 0
Cc1cc(C(=O)CSc2nnnn2C)c(C)n1-c1ccc2c(c1)OCCO2 | 110 | 8 | 99 | · | 17 | 24 | 101 | 1 | 1.0 | -28 | 14
CC(C)n1cnc2c(NCc3ccc(S(N)(=O)=O)cc3)nc(NCc3ccc(S(N)(=O)=O)cc3)nc21 | 107 | 9 | 115 | · | 20 | · | ? | · | · | -72 | ·
O=C(O)CSCC(=O)N1CCN(S(=O)(=O)c2ccccc2)CC1 | 98 | 8 | 100 | 22 | -1 | 27 | ? | -1 | 0.0 | -33 | 0

High-throughput results (PubChem)
